Assay outcomes deposited in PubChem by National Center for Advancing Translational Sciences (NCATS).
TRPV1 ag: activates the human vanilloid receptor TRPV1; TRPV1-expressing cells, Fluo-8 calcium influx, agonist mode; activation, % at 8.33 µM; 320,000 tested, 0.19% active; AID 540275; in the data active = activation above about 80%; inconclusive = between about 30% and that limit; note: 0% is about no effect
Target sequence (Q8NER1 whole entry, looked up): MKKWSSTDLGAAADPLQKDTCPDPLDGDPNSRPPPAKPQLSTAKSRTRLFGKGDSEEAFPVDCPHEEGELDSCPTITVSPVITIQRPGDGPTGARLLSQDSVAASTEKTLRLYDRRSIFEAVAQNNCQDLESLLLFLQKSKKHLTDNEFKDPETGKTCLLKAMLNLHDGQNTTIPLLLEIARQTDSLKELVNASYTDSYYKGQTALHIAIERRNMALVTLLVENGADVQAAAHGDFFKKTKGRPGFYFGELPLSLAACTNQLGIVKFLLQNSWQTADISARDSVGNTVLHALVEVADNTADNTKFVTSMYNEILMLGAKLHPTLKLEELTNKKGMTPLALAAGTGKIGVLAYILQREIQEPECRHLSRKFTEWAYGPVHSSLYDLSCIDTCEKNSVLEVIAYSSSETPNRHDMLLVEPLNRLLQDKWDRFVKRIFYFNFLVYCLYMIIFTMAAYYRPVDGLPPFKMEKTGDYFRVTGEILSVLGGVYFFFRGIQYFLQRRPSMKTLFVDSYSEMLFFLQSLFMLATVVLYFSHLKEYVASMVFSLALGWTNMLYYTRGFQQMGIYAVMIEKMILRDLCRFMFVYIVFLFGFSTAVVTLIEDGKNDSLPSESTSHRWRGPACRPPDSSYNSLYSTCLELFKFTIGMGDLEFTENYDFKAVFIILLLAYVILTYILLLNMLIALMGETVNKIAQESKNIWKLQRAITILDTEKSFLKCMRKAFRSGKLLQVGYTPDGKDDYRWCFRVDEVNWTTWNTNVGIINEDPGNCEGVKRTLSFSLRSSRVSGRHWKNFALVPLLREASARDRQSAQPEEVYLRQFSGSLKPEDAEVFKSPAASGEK
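Cells expressing TRPV1 were dye-loaded with Fluo-8 and read kinetically: 10 s baseline, 3 min after compound (agonist portion), then 2 min after EC20 capsaicin (allosteric enhancer portion). Calcium-bound dye fluorescence at 480/520 nm.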
BRCA1 expr act: increases BRCA1 expression; 380,000 tested, 1.1% active; MCF7-BRCA1-FFLuc reporter, luminescence, 48 h; response scale: scaled: vehicle 0%, 10 µM genistein 100%; Potency, µM (series often up to 46.1 µM), for the others: top-dose activation, actives largely listed as activators; note: potency is the fitted concentration of half-maximal effect; nearly all actives have a fitted effect of over 80% in size; some results filed as inactive show a strong effect at the top dose
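First, MCF7-BRCA1-FFLuc cells (2000/well) attach for 2 h; next, compounds are pin-added and incubated 48 h at 37 °C; finally, luciferase reagent is added and luminescence read after 15 min.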
Integrin act MD: integrin-mediated muscular dystrophy alleviation activation | alpha7betagal myoblasts, beta-gal FDG fluorescence, 48 h | Potency, µM (top dose mostly 38.3 µM), for the others: top-dose activation, usual class: activators | 350,000 tested, 0.064% active | AID 624291;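 note: potency is the fitted concentration of half-maximal effect; 100% = response of the positive control SU9516; nearly all actives have a fitted effect of over 60% in size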
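alpha7betagal+/- myoblasts (passage 13, 250/well) treated 48 h at 37C with compounds at 1:260 dilution of DMSO stock. Lysed, then beta-galactosidase activity read as FDG fluorescence (ex 480/em 540) after 30 min, with pre-read for autofluorescence.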
p53 reactivator: restores transcriptional activity of mutant p53 | H1299 p53-A138V BP100-luciferase reporter, luminescence, 24 h | Potency, µM (highest dose often 92.2 µM), inactives show at the top dose activity change, positive = activation, hits mostly activators | 320,000 tested, 0.063% active | AID 504706; note: potency is the fitted concentration of half-maximal effect; % of control where 0% means no effect; nearly all actives have a fitted effect of over 45% in size
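p53-null H1299 cells stably carrying temperature-sensitive p53-A138V and a BP100-luciferase reporter were pinned with compounds (4-point, 1:5 series) and held 24 hrs at 37 deg C. Luminescence was read 10 min after detection reagent.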
ELG1 DNA repair: blocks ELG1-dependent DNA repair in HEK293T cells; HEK293T ELG1-luciferase reporter, luminescence, 16 h; DNA damage induced by 5-fluorouridine; Potency, µM (titrated, usually from 46.1 µM), inactives show at the top dose activity change, negative = inhibition, usual class: inhibitors; 330,000 tested, 2.3% active; note: potency is the fitted concentration of half-maximal effect; % is set by controls: 0 for no effect and ±100 for the full control effect; nearly all actives have a fitted effect of over 55% in size
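Overnight (16 hr) co-exposure of 2,000 cells/well to 5-fluorouridine and compound at 37 °C preceded detection. Luciferase was quantified via ONE-Glo luminescence; loss of signal denotes inhibition.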
B2AR arrestin: agonists driving beta-arrestin recruitment to human beta2-adrenergic receptor; P07550; beta-arrestin recruitment to beta2AR, cell-based reporter; Potency, µM (highest dose often 46.1 µM), inactives show top-dose activation, hits mostly activators; 330,000 tested, 0.02% active; AID 492947;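 note: potency is the fitted concentration of half-maximal effect; 0% = DMSO controls and full agonism = EC100 isoproterenol or metaproterenol; nearly all actives have a fitted effect of over 65% in size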
MLL CXXC-DNA inh: inhibitors of human MLL CXXC domain-DNA interaction. 290,000 tested, 0.037% active. MLL-CXXC / FITC-HOXA9 DNA fluorescence polarization. Q03164. AID 2662. Potency, µM (titrated, usually from 115 µM), inactives show at the top dose activity change, negative = inhibition, usual class: inhibitors; active = well fitted inhibition curve with a large enough effect in the polarisation, with a control signal flat, not every such curve was filed as active; inconclusive = small, poorly fitted or top-dose-only effect, or effect the other way, or a change in a side signal; inactive = no such curve, though single readings can be large or run the other way; the % refers to the polarisation; note: potency is the fitted concentration of half-maximal effect
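Purified MLL-CXXC (added from a 7 uM solution) was preincubated 5 min at ambient with pinned compounds in 50 mM Tris-HCl pH 7.5, 50 mM NaCl, 1 mM DTT, 0.05% BSA. Fluorescein-labeled HOX-A9 DNA (50 nM solution) followed, 30 min, then polarization read.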
TCR act: T cell receptor activation. 330,000 tested, under 10 active. AID 504894. Potency, µM (series often up to 9.22 µM), for the others: at the highest dose activation of IL-2 secretion, actives largely listed as activators. primary human leukocytes, anti-CD3, IL-2 HTRF, 48 h; note: % of control where 0% means no effect
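IL-2 produced over 48 hr by a-CD3 bead-stimulated primary human leukocytes exposed to compounds was detected with a homogeneous time-resolved FRET immunoassay, 665nm acceptor signal after 320nm excitation.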
TSG101-PTAP inh: blocks PTAP/TSG101 interaction to inhibit HIV-1 budding | Q99816 | Fluorescence polarization, FITC-PTAP peptide / Tsg101 binding | Potency, µM (titrated, usually from 115 µM), without a hit: at the highest dose activity change, negative = inhibition, actives largely listed as inhibitors | 340,000 tested, under 10 active; active = well fitted inhibition curve with a large enough effect in the main read-out, with a control signal flat, not every such curve was filed as active; inconclusive = small, poorly fitted or top-dose-only effect, or effect the other way, or a change in a side signal; inactive = no such curve, though single readings can be large or run the other way; note: potency is the fitted concentration of half-maximal effect; % of control where 0% means no effect
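Fluorescence anisotropy tracks displacement of a FITC-tagged PTAP peptide (50 nM) from the Tsg101 binding domain (10 uM), following a 20 min room-temperature incubation at pH 7.5.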
AT treatment: candidate therapy for ataxia-telangiectasia. […] A-T fibroblasts, KAP-1 phosphorylation AlphaLISA; neocarzinostatin DNA damage 30 min before lysis. Potency, µM (top dose mostly 57.5 µM), without a hit: at the highest dose activation, usual class: activators. 320,000 tested, 0.19% active; note: potency is the fitted concentration of half-maximal effect; % of control where 0% means no effect; nearly all actives have a fitted effect of over 45% in size
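hTERT-immortalized A-T patient fibroblasts ([…]), 500 cells/well in OPTI-MEM, 1% FBS, got compounds for 60 min, then NCS for 30 min at 37C. Lysates were then assayed for phospho-KAP-1 by AlphaLISA (anti-pKAP1 donor, anti-KAP1 acceptor beads), 6 hr at 25C.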
Starred values were filed as active, the others as inactive; u = inconclusive; x = no result given; & = joins results of further samples; [ ] = dose if it differs, or a comment. Unless noted, calls come from the whole dose curve; as a rule, active = well fitted curve in the direction sought with a large enough effect; inconclusive = small, poorly fitted or top-dose-only effect, or another doubt; inactive = no such curve, though single readings can be large; an effect the other way counts as inactive or inconclusive.

Values in the order: TRPV1 ag | BRCA1 expr act | Integrin act MD | p53 reactivator | ELG1 DNA repair | B2AR arrestin | MLL CXXC-DNA inh | TCR act | TSG101-PTAP inh | AT treatment
1: CCNc1nc(SCc2ccccc2)nc(N2CCOCC2)n1
 : 9.9 | -25.7% | 0.0% | -3.1% | u | -0.3% | -2.9% | 1.1% | 0.7% | 2.5%
2: O=[N+]([O-])c1ccc(Cl)cc1Sc1cccc2cccnc12
 : -0.4 | -25.8% | -5.5% | 6.8% | 12.0% | -0.3% | 6.7% | -3.0%[46.1 µM] | -2.2% | x
3: O=S(=O)(NCCSCc1c(Cl)cccc1Cl)c1ccc2c(c1)OCCO2
 : 7.1 | -45.5% | 4.5%[7.66 µM] | 1.6% | -5.3% | 0.0% | 3.4% | -4.8% | 2.0% | -5.8%
4: NC(=O)C1CCN(c2nc(-c3ccccc3C(F)(F)F)cs2)CC1
 : x | u | x | 6.7% | u | -0.2%&-0.1% | x | 0.7% | -2.7% | -1.0%&-0.6%
5: Cc1nc(SCc2ccc(F)cc2)c2oc3ccccc3c2n1
 : 4.3 | -6.6% | -41.8% | 7.0% | u | 3.7% | -1.0% | -20.9% | -1.7% | -2.5%
6: CS(=O)(=O)NN1C(=O)c2ccccc2NC1c1ccccc1 (stereo not given)
 : 1.2 | 4.3% | 6.0% | -3.1% | -10.2% | -0.1% | -1.0% | -2.5% | -0.6% | 3.4%
7: CCOc1ccc(OCC(=O)N2CCC3(CC2)CC(=O)c2ccccc2O3)cc1
 : 29.4 | -2.6% | 5.5% | -2.4% | -16.5% | 0.4% | x | -5.0% | -3.8% | 2.1%
8: CCOC(=O)c1[nH]c(=O)[nH]c1CSc1ccccn1
 : 1.4 | 6.2% | 0.0% | 15.3% | 9.1% | 0.4% | -0.4% | 3.6% | -7.1% | 4.4%
9: CC(=O)c1cccc(NC(=O)COC(=O)c2n[nH]c3ccccc23)c1
 : 1.8 | -31.0% | 13.3% | 5.1% | -8.7% | -0.3% | 5.7% | x | -3.1% | 2.7%
10: Nn1cnnc1N/N=C/c1ccccc1C(F)(F)F
 : -4.0 | -15.6% | 5.8% | 3.6% | -13.6% | -0.9% | 38.8%[activator] | -22.6% | -1.3% | -14.7%
11: Cc1nc(Cl)sc1C(=O)Nc1ccc(F)cc1
 : x | 50.8% | -20.4% | x | x | x | x | -0.1% | -4.6% | x
12: COc1ccccc1NC(=S)NNC(=O)c1nn(C)cc1Cl
 : 0.3 | 8.6% | 3.0% | -7.6% | 9.7% | -0.8% | 9.3% | 3.8% | -0.8% | -4.5%
13: CC(C)(Oc1ccc(C2CC2(Cl)Cl)cc1)C(=O)O (stereo not given)
 : 4.9 | 0.0% | x | 6.1% | 5.6% | -0.1% | 0.8%&-5.4% | -2.9% | -1.5% | 7.9%
14: CCOC(=O)c1ccc2c(c1)n(CCCS(=O)(=O)[O-])c(/C=C/c1ccc(Cl)cc1)[n+]2CC
 : -0.7 | 1.0% | -9.8% | -3.6% | 14.8% | -0.1% | -13.9% | -6.2% | -2.7% | 4.8%
15: Cc1cccc(C(=O)NNC(=O)c2ccc3ccccc3c2)c1
 : x | 10.3% | -11.2% | x | x | x | x | 2.3% | -0.1% | x
16: O=C(NC1CC1)c1ccc2c(c1)ncn2C1CCCC1
 : -0.3 | u | -20.4% | 8.2% | u | 4.5% | -3.0% | -3.0% | -4.6% | -3.1%
17: O=C(/C=C/c1ccc(Cl)cc1Cl)c1nc2ccccc2[nH]1
 : -1.8 | 1.4% | 7.9% | -4.2% | 6.0% | 0.6% | 31.7%[activator] | 18.3% | u | -1.6%
18: COc1ccc(SC[C@H](Cc2ccccc2)N2CCN(CCc3ccccc3)CCC2=O)cc1
 : u | -23.8% | 1.3% | 6.0% | -10.0% | -1.2% | 3.8% | -1.0% | -0.1% | -6.5%
19: CCOC(=O)CCC(=O)c1c(C)oc2ccc(OC)cc12
 : 15.4 | -15.3% | 10.8% | -18.2% | -1.6% | 0.1% | 15.2% | -10.0% | 0.0% | -0.9%
20: O=C(Nc1ccc(S(=O)(=O)Nc2ncccn2)cc1)c1ccc(S(=O)(=O)N2CCCC2)cc1
 : -5.7 | 0.1% | 18.3% | 2.0% | u | -0.5% | 11.0% | x | -2.3% | 30.8%
21: CC(NC(=O)c1ccc(C(C)(C)C)cc1)C(c1cccs1)N1CCOCC1 (stereo not given)
 : u | -3.0% | u | 16.7% | 0.7% | 0.0% | -3.6% | -0.7% | -4.9% | 6.5%
22: Cc1ncc(CN2CCCC(C(=O)Nc3ccc(-c4cscn4)cc3)C2)cn1 (stereo not given)
 : -5.5 | 39.8% | 3.4% | -9.4% | u | -0.3% | 6.2% | x | -6.5% | 12.4%
23: Cc1ccc(/C=N/NC(=O)c2cccnc2)o1
 : 1.9 | -6.5% | 16.0% | -5.7% | -22.5% | 0.2% | -7.2% | 8.3% | -0.5% | 2.1%
24: O=C(c1cccc([N+](=O)[O-])c1)c1ccc2c(c1)OCCOCCOCCOCCO2
 : 1.9 | -25.9% | 8.4% | 6.2% | u | 0.4% | 2.6% | 0.7% | -2.5% | -15.2%
25: O=C(COc1cccc(F)c1)Nc1ccc2[nH]c(=O)[nH]c2c1
 : u | 8.1% | 0.0% | -0.8% | 17.0% | -0.2% | -8.6% | 0.3% | -0.3% | 4.8%
26: N/C(=N/OC(=O)c1ccccc1Cl)c1nonc1N
 : 2.1 | 34.9% | 12.2% | u | 0.0% | -0.1% | 19.8% | x | -1.6% | 1.7%
27: Cc1cccc(C)c1NC(=O)N1CCC(C(=O)c2ccc(F)cc2)CC1
 : 4.9 | -0.1% | -13.9% | 4.0% | -8.4% | -0.3% | 4.2% | 2.2% | -6.6% | 7.1%
28: C#CCOc1c(Br)cc(/C=C2/C(=O)ON=C2C)cc1OC
 : 0.5 | -2.2% | -24.0% | 5.3% | -3.1% | 0.1% | u | -2.1% | -1.9% | 7.6%
29: CC(Sc1nnc(CNC(=O)c2ccco2)n1C)C(=O)Nc1nccs1 (stereo not given)
 : 0.9 | 2.2% | -11.0% | 7.8% | 23.6% | -0.2% | -7.4% | 6.5% | -2.1% | -15.6%
30: O=C(COC(=O)/C=C/c1ccc(S(=O)(=O)N2CCOCC2)cc1)NCc1ccc2c(c1)OCO2
 : 1.2 | -19.0% | -8.5% | 3.8% | 17.8% | 0.2% | -1.9% | 8.2% | -0.3% | 9.5%
31: CCN(CC(=O)NCc1ccncc1)S(=O)(=O)c1ccc(OC)cc1
 : -5.1 | 14.1% | 35.4% | -5.5% | 3.9% | -0.3% | 6.1% | -23.0% | -1.1% | 6.0%
32: Cc1ccc(Nc2nnc(C3C(=O)N(C)C4(C)CC3c3cc(Br)ccc3O4)s2)cc1 (stereo not given)
 : 2.3 | -14.6% | -14.5% | -2.8% | -14.9% | -0.6% | -0.5% | -4.7%[46.1 µM] | 2.7% | -2.1%
33: CCOc1ccc(N(CC(=O)N2CCN(Cc3ccccc3)CC2)S(C)(=O)=O)cc1
 : -7.6 | -0.5% | 5.0% | x | -13.8% | 0.0% | -0.3% | -1.9% | -4.5% | -1.2%
34: Cc1cc(=O)oc2c3c(cc(OCC(=O)N4CCC(C(=O)O)CC4)c12)OC(C)(C)CC3
 : -1.0 | -0.6% | 6.3% | x | 9.1% | -0.7% | 4.0% | -0.3% | -0.1% | -11.4%
35: CN(Cc1ccccc1F)C(=O)C(Cc1ccccc1)NC(=O)c1ccccc1 (stereo not given)
 : u | -22.1% | 3.0% | -0.4% | u | 0.1% | x | -35.6% | 0.9% | 3.4%
36: COc1ccc(-n2c(C)cc(-c3csc(NC(=O)c4ccc(S(=O)(=O)N(C)C)cc4)n3)c2C)cc1
 : -0.5 | -19.4% | -16.6% | -5.1% | u | -0.7% | 8.5% | 1.5%[46.1 µM] | 0.6% | -5.6%
37: Cc1cccc(C(=O)Nc2ccccc2SCC(=O)Nc2ccc(C)c(Cl)c2)c1
 : 4.6 | -45.2% | -13.4% | 20.4% | u | 4.3% | 8.3% | 9.4%[46.1 µM] | -0.5% | 6.1%
38: C[C@H](CO)N1C[C@H](C)[C@@H](CN(C)Cc2ccccc2)Oc2c(NC(=O)Cc3ccccc3)cccc2C1=O
 : x | -26.1% | -7.4% | -5.9% | u | u | x | -0.9% | -4.1% | -3.7%
39: CCc1oc2c(C)c(O)ccc2c(=O)c1-c1ccc2ccccc2n1
 : 0.3 | -36.7% | -16.5% | -2.5% | -15.0% | -0.1% | 1.2% | 5.4% | -6.1% | -2.2%
